Bcl-B Bim block: disrupts Bim peptide binding to human Bcl-B; Q9HD36; bead-based flow cytometry; inhibition, % at 10 µM; 190,000 tested, 0.073% active; AID 951;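 note: 0% = tracer peptide without compound and 100% = reference inhibitor peptide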
Target sequence (Q9HD36 whole entry, looked up): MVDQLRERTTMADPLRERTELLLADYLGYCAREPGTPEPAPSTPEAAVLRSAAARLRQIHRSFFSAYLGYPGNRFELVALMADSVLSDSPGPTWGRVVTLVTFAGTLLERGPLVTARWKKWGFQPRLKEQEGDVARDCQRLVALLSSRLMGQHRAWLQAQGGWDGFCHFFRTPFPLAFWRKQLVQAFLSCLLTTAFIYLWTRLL
Mcl1-Bid inh: disrupts binding of human Mcl-1 to Bid peptide; inhibition, % at 21.7 µM; Q07820; TR-FRET Mcl-1/Bid-Dy647 peptide binding, 1536-well; 220,000 tested, 0.97% active;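 active = compounds that cut the binding signal by more than half at the single screening dose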;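 note: His-tagged Mcl-1 with europium anti-His antibody binding Bid BH3 peptide; 0% = Mcl-1 plus peptide wells and 100% = peptide-only wells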
RGS8-Gao reg: human RGS8-Galphao interaction regulation | P09471 | multiplexed bead flow cytometry, RGS8-Galphao binding; actives lie on both sides | response (percent of control binding), % at 10 µM | 220,000 tested, 0.34% active; in the data active = response below about 60% or above about 140%; inactive = in between;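 note: Galphao activated as the GDP aluminium fluoride complex binding bead-coupled RGS8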
Target sequence (P09471 whole entry, looked up): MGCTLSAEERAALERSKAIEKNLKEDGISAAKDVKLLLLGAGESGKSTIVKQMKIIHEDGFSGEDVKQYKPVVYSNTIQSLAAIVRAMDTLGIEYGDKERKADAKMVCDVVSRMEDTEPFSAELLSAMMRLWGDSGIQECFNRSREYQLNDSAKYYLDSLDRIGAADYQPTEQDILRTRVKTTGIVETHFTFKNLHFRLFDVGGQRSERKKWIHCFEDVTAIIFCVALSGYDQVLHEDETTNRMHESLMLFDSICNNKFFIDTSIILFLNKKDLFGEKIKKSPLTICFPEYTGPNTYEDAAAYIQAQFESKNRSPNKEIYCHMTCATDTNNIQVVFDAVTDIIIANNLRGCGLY
Bim-Bcl-2: disrupts Bim peptide binding to human Bcl-2. 190,000 tested, 0.06% active. Bead-based flow cytometry, Bim peptide-Bcl-2 binding. P10415. inhibition, % at 10 µM; in the data active = inhibition above about 40%; inconclusive = no clear call, values can overlap the other calls;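 note: 0% = no compound wells with probe peptide and 100% = reference peptide inhibitor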
Target sequence (P10415 whole entry, looked up): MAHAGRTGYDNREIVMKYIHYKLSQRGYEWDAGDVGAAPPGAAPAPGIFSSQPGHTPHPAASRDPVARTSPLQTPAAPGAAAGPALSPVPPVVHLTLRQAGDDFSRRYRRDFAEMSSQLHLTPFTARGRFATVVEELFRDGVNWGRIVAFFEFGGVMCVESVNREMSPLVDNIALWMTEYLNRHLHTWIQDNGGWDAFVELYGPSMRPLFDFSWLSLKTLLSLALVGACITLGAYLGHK
GSH bead fluor: compound fluoresces at 488/530 nm on GSH beads. GSH beads flow cytometry, compound fluorescence 488/530 nm; stronger effect = higher value. fluorescence (KMESF) at 10 µM. 190,000 tested, 0.25% active; in the data active = fluorescence above about 89;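 note: glutathione beads carrying GST-tagged Bcl family fusion proteins plus one bare bead set; values are compound well signal with DMSO vehicle wells as background; inactives centre near 16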
Mcl-1 Bim block: disrupts Bim peptide binding to human Mcl-1 | Q07820 | Bead-based flow cytometry, Bim peptide-Mcl-1 binding | inhibition, % at 10 µM | 190,000 tested, 0.1% active | AID 1009;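 note: 0% = no compound tracer wells and 100% = peptide blocker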
Bcl-W Bim block: inhibitors of Bim-Bcl-W interaction, human. AID 952. 190,000 tested, 0.02% active. bead-based flow cytometry, Bim peptide-Bcl-W binding. inhibition, % at 10 µM. Q92843;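 note: 0% = bound tracer without compound and 100% = peptide blocker; higher means less fluorescent Bim peptide bound to Bcl-W beads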
Bim-Bfl-1: human Bim-Bfl-1 interaction inhibition | Q16548 | Bead-based flow cytometry, Bim-Bfl-1 binding inhibition | inhibition, % at 10 µM | 190,000 tested, 0.12% active | AID 1008;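 note: 0% = wells without compound plus tracer and 100% = blocker peptide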
RGS4-Gao reg: human RGS4-Galphao interaction regulation; binding response (% of control), % at 10 µM; Multiplexed bead flow cytometry, RGS4-Galphao binding; actives lie on both sides; P09471; 220,000 tested, 0.33% active; in the data active = binding response below about 49% or above about 150%; inactive = in between;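 note: fluorescent Galphao activated with aluminum fluoride binding bead-coupled RGS4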
RGS7-Gao reg: human RGS7-Galphao interaction regulation; P09471; Multiplexed bead flow cytometry, RGS7-Galphao binding; actives lie on both sides; binding response (% of control), % at 10 µM; 220,000 tested, 0.35% active; in the data active = binding response below about 49% or above about 150%; inconclusive = no clear call, values can overlap the other calls; inactive = in between;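 note: fluorescent Galphao held in activated GDP-AlF4 state binding bead-coupled RGS7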
Bcl-XL Bim block: disrupts Bim peptide binding to human Bcl-XL; AID 1007; 190,000 tested, 0.04% active; inhibition, % at 10 µM; Q07817; bead flow cytometry, fluorescence
Active calls of the source: *; ? = inconclusive. Cut-off read from the data, not from the text of the source, unless noted: active = inhibition above about 40%.

Each structure is followed by: GSH bead fluor, Mcl-1 Bim block, Mcl1-Bid inh, RGS7-Gao reg, RGS4-Gao reg, RGS8-Gao reg, Bcl-XL Bim block, Bim-Bfl-1, Bim-Bcl-2, Bcl-W Bim block, Bcl-B Bim block
O=S(=O)(c1cccc2cccnc12)n1cnc2ccccc21
→ 31, -1, -2, 99, 97, 100, -1, -2, 0, 0, 0
CCCCCCCNC(=O)COc1ccc2c(c1)C(=O)CC(C)(C)O2
→ 40, -2, 24, 99, 101, 101, 0, -8, -3, 0, -4
CCOC(=O)Nc1nc2ccccc2s1
→ 25, -5, 0, 109, 111, 109, -8, -11, -8, -4, -9
O=C(OCc1nnc(-c2ccccc2)o1)c1ccco1
→ 42, -1, -21, 101, 103, 101, 0, -11, -6, 3, -7
O=C(NCCc1ccccn1)c1cc(-c2ccccc2Cl)nc2ccccc12
→ 13, 0, 13, 107, 105, 109, 1, -6, 1, 3, 2
CCC(C(=O)Nc1nc(C)c(C(=O)OC)s1)c1ccccc1 (stereo not drawn)
→ 14, 0, -23, ?, 102, 102, -3, -6, -6, 0, -4
COc1cccc(NC(=O)c2ocnc2C)c1
→ 15, -5, -8, 98, 99, 101, -4, -7, -8, -3, -8
Cc1ccc(-c2nc3cccnc3s2)cc1NS(C)(=O)=O
→ 18, 0, -3, -31*, -22*, 2.3*, -2, -5, -2, 0, -4
O=C(O)CCCc1nc(-c2ccccc2)no1
→ 45, -2, 6, 97, 100, 89, -11, 1, -1, 0, 0
O=C(NCC(=O)N(CC1CCCO1)C(C(=O)NC1CCCC1)c1cccnc1)c1ccco1 (stereo not drawn)
→ 46, 0, -14, 99, 101, 101, -3, -5, -1, 4, -1
Cc1ccc(/C=N/N(C)C2=NS(=O)(=O)c3ccccc32)o1
→ 6, 14, -31, ?, 101, 101, 24, 6, 4, 14, 16
CC(=O)c1cc2c(cc1NC(=O)CN1CCCCCC1)OCO2
→ 14, -1, 24, 106, 104, 111, -4, 0, -4, -1, -5
O=C(CCSc1nnc2scc(-c3ccccc3)n12)Nc1nc(-c2ccccc2)ns1
→ 10, -1, -11, 103, 104, 100, -3, -6, -6, 2, -8
COc1ccccc1N1C(=O)C2CC(C)=C(C)CC2C1=O (stereo not drawn)
→ 24, 1, 2, 103, 101, 104, -1, -6, -9, 0, -6
C#CCOCCOCCOCCNc1nc(N2CCOCC2)nc(N2CCN(C(=O)[C@H](C)n3cc(CCCN=C(N)N)nn3)CC2)n1
→ 17, -3, -14, 100, 102, 101, -5, -2, -3, -2, -5
COc1ccc(C2CC(c3ccc(Cl)cc3Cl)Nc3nc(N)nn32)cc1 (stereo not drawn)
→ 18, 1, -36, 105, 104, 104, -4, -6, -5, 0, -2
Cn1nc(-c2ccccc2)c(CSc2ccccc2)c1Cl
→ 14, -1, -8, 94, 89, 97, -4, -3, 1, 0, 0
Cc1ccc(N/C=C2\CCCCC2=O)c(C)c1
→ 14, 0, -4, 98, 97, 100, -1, 3, 1, 0, -1
CC(=O)Oc1ccc(Nc2ccccc2)cc1
→ 13, -4, -33, 110, 109, 109, -1, 0, 1, 3, -2
Cc1cc(Cl)ccc1N(CC(=O)N=Nc1c(O)[nH]c2ccccc12)S(C)(=O)=O
→ 24, -2, 1, 100, 99, 101, 0, -10, -3, 2, -3

2 of the compounds above, tab-delimited.
Structure	GSH bead fluor	Mcl-1 Bim block	Mcl1-Bid inh	RGS7-Gao reg	RGS4-Gao reg	RGS8-Gao reg	Bcl-XL Bim block	Bim-Bfl-1	Bim-Bcl-2	Bcl-W Bim block	Bcl-B Bim block
Cn1nc(-c2ccccc2)c(CSc2ccccc2)c1Cl	14	-1	-8	94	89	97	-4	-3	1	0	0
Cc1ccc(N/C=C2\CCCCC2=O)c(C)c1	14	0	-4	98	97	100	-1	3	1	0	-1

More records follow.
Each structure is followed by: GSH bead fluor, Mcl-1 Bim block, Mcl1-Bid inh, RGS7-Gao reg, RGS4-Gao reg, RGS8-Gao reg, Bcl-XL Bim block, Bim-Bfl-1, Bim-Bcl-2, Bcl-W Bim block, Bcl-B Bim block
NNC(=O)Nc1cccc(C(F)(F)F)c1
→ 12, 5, -31, 97, 97, 92, 0, -4, -1, -1, -3
CC(C)CCNC(=O)CCC(=O)NNc1nc2ccccc2c2nc(-c3ccccc3)nn12
→ 12, 0, -43, 111, 107, 118, -3, -1, 0, -3, -3
Cc1cc(C(=O)NP(=O)(N2CCOCC2)N2CCOCC2)c(C)n1-c1ccc(Br)cc1
→ 11, 1, -42, 99, 96, 101, 0, 5, 1, 1, 0
Clc1ccc(Cc2nn3c(Cn4nnc5ccccc54)nnc3s2)cc1
→ 21, -3, 12, 102, 105, 103, -4, -5, -6, 0, -7
O=C(NNc1nc(-c2ccc(F)cc2)cs1)c1ccccc1
→ 17, -3, -30, ?, 107, 102, -4, 0, -3, 0, -12
Oc1c(C=NCc2ccc(F)cc2)[nH]c2ccc(Br)c(Cl)c12
→ 10, 0, 23, 107, 97, 99, 0, 4, -1, 5, -7
Clc1ccc(/C=C/c2nc3ccccc3[nH]2)c(Cl)c1
→ 18, 1, 4, 102, 100, 101, -2, -2, -2, -2, 1
CCOC(=O)C1CCN(CC(=O)Nc2c(C(=O)OC)[nH]c3ccc(Cl)cc23)CC1
→ 21, -2, -12, 98, 100, 99, -4, -2, 0, 0, 0
COc1ccccc1NS(=O)(=O)c1cc(NC(=O)CNC(=O)c2ccc(C)s2)ccc1Cl
→ 7, 0, -14, 94, 94, 92, -5, 0, -2, -1, -5
Fc1ccc(CSc2ncnc3nc[nH]c23)cc1
→ 25, 1, -7, 104, 101, 103, -2, -12, -4, 2, -3
CCc1nc(SCC(=O)Nc2nnc(CC(C)C)s2)n[nH]1
→ 15, 0, -13, ?, 109, 109, -1, -3, -3, 1, -2
Cn1nc(-c2ccc(OCC(=O)NCC3CCCO3)cc2)c2ccccc2c1=O (stereo not drawn)
→ 6, 0, -10, 103, 100, 103, -4, -11, -4, 3, -4
OCCNc1nc(N2CCCC2)nc(N2CCCC2)n1
→ 10, -2, -5, 123, 118, 120, -1, -2, 0, -2, 0
Cc1nnc(SCCn2c(N3CCN(Cc4ccccc4)CC3)nc3c2c(=O)[nH]c(=O)n3C)s1
→ 23, -3, -15, 103, 100, 102, -6, -14, -10, -3, -12
COc1cc(OC)cc(C(=O)N[C@H](C(=O)Nc2ccc(S(=O)(=O)N(C)C)cc2)C(C)C)c1
→ 12, -1, -33, 102, 102, 99, -1, -5, -3, 1, -2
CN(C)S(=O)(=O)c1cccc(C(=O)NCCCn2ccnc2)c1
→ 13, -4, -17, 88, 88, 91, -4, -5, -5, -2, 0
CCc1ccc(N2CC34C=CC(O3)C(C(=O)OC)C4C2=O)cc1 (stereo not drawn)
→ 25, -2, -4, 101, 99, 101, -3, -11, -12, 0, -7
CCN(CC)S(=O)(=O)c1cccc(C(=O)N[C@H](C(=O)NCc2ccc(Cl)cc2)C(C)C)c1
→ 10, -4, -26, 80, 79, 86, 0, -11, -2, 8, -5
CCOc1ccc(OCC)c(S(=O)(=O)NCc2ccccn2)c1
→ 29, -1, -13, 101, 102, 96, 1, 0, -2, -2, 3
COc1ccc(C2N(Cc3ccccc3)CC(=O)N2/N=C(\C)c2ccccc2)cc1 (stereo not drawn)
→ 24, -4, 6, 80, 86, 75, -10, -3, 0, -3, -8
COCCNCCOCCOc1ccc(Cl)c(C)c1
→ 5, 1, 10, 98, 97, 100, -7, -9, -5, 0, -2
NC(=O)CCn1ccc2ccccc21
→ 20, 1, -34, 114, 102, 101, 1, -5, -1, -2, -4
Cn1cc(CCC(=O)N2CCCC(CCC(=O)NCc3ccc(F)c(F)c3)C2)cn1 (stereo not drawn)
→ 19, -1, -37, 100, 100, 103, -7, -3, -8, -5, -5
CCC(C)NC(=O)CSc1nnc(-c2ccc(C(C)(C)C)cc2)n1C (stereo not drawn)
→ 36, -9, -10, 94, 97, 98, 0, -12, -9, 0, -7
Cc1noc(C(=O)Nc2cccnc2)c1Cl
→ 18, 1, -5, 103, 100, 101, -1, -8, -6, 1, -5
O=C(O)CCC(=O)OCC1CCCO1 (stereo not drawn)
→ 42, 0, 9, 102, 101, 104, 0, -8, -7, 0, -5
O=C(NCCC1=CCCCC1)C1CCC(CNc2nc(=S)[nH]c3ccccc23)CC1 (stereo not drawn)
→ 14, -1, -18, 102, 99, 102, -3, -8, -2, -2, -9
Cc1ccccc1-c1nc(CN(Cc2c(C)nn(C)c2C)C2CC2)c(C)o1
→ 21, -1, -32, 105, 98, 100, 0, -5, -1, -1, -4
COc1cc(CC(=O)OCC(=O)Nc2sccc2C(N)=O)cc(OC)c1OC
→ 11, -1, -34, 107, 99, 105, 0, -9, -5, -2, -5
O=C(O)CSc1c2c(nc3cc(C(=O)N4CCCC4)ccc13)CCCC2
→ 12, -4, -3, 107, 102, 101, -1, -2, -1, 0, -5
Cn1cnnc1SC(C(=O)c1ccccc1)c1ccccc1 (stereo not drawn)
→ 17, -2, -18, 97, 101, 98, -9, -5, -3, -9, -9
C=CC[C@H]1CC(C)=C[C@H](CC=C)N1
→ 13, -2, -5, 110, 116, 100, 0, -4, -3, -1, -3
Cc1ccc(C=Nc2ccc(N(C)C)cc2)o1
→ 65, 0, -111, 91, 93, 87, 3, 8, 3, 4, 5
CCN(CC)c1ccc(-c2nn3c(-c4cccnc4)nnc3s2)cc1
→ 6, 9, -6, 101, 100, 99, 18, 2, 2, 11, 9
CCOC(=O)C1=C(C)NC(=O)NC1c1ccc(OC)c(CN2CCOCC2)c1 (stereo not drawn)
→ 23, -2, -23, 107, 103, 105, -8, -11, -9, -2, -7
CCCNC(=O)CS(=O)Cc1nc(-c2cccc(OC)c2)oc1C (stereo not drawn)
→ 23, 0, -20, 101, 100, 103, -2, -5, -5, 0, -6
CCCC1=Nc2cc(C(=O)NCc3ccco3)ccc2Sc2ccccc21
→ 4, -1, -32, 90, 90, 95, -3, 0, -1, 0, -5
COc1nc(C)ccc1-c1noc(-c2ccco2)n1
→ 50, 0, 10, 98, 91, 99, 2, -6, -2, 0, 0
O=C(Nc1ccc2nc(-c3ccccc3)[nH]c2c1)c1ccco1
→ 31, 0, -35, 100, 102, 99, 0, -13, -8, 0, -6

Screening data as filed in PubChem.
